STAT3 activator – activators of IL-6 induced STAT3 signaling; U3A cells, IL-6 STAT3-luciferase reporter, luminescence; 100% = signal with IL-6 EC80 alone; activation (% of control), % at 5.6 µM; hit rate 0.91% among 190,000; AID 871;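 active = activation above the screen-wide mean of compound activation plus 3 SD, cut at about 130% in these data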;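 also: 0% = background luminescence of wells with medium and substrate only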
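Assay system – human STAT1-deficient U3A cells with stable STAT3-luciferase reporter · Also added – IL-6 (33 ng/mL) · Schedule – compound 1 h, then IL-6 6 h at 37 °C · Technique – reporter luminescence signal · Evaluation – % activation versus median of IL-6-stimulated wells · Benchmarks – IL-6-only wells as 100% reference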
NF-kB expr up – raises NF-kB expression in human neuronal cells; NF-kB reporter expression; stronger effect = higher value; fold change at 12.5 µM; hit rate 1.6% among 190,000; AID 1239; in the data active = fold change above about 3.3
FLuc inhib CS – counter-screen for luciferase assay inhibitors: firefly luciferase inhibition. P08659. inhibition, % at 10 µM. ATPLite firefly luciferase biochemical luminescence, 10 min. hit rate 1.5% among 200,000;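 active = inhibition above about 50% when tested at 10 µM, limit read from the data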
Target sequence (P08659 whole entry, looked up): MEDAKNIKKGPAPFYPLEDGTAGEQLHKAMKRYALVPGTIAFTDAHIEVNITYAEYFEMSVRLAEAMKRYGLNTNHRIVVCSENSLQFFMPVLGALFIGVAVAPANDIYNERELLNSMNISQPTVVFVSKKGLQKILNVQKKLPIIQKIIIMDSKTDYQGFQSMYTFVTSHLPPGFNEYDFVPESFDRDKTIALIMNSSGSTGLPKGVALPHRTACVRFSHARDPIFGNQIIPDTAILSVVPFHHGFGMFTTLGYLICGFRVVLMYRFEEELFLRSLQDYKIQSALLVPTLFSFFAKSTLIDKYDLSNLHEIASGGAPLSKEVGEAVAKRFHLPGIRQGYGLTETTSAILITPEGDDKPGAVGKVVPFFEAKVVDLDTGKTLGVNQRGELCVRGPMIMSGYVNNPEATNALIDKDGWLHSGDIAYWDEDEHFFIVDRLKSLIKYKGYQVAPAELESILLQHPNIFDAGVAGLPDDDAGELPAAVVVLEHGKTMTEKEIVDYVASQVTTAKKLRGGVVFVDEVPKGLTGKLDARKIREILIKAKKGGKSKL
APP 5'UTR act – APP 5'UTR luciferase reporter activation; SH-SY5Y APP 5'UTR luciferase reporter, luminescence; zero percent = DMSO vehicle wells; activation, % at 2 µM; hit rate 1% among 190,000; AID 1276;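 active = activation above a set limit, based on mean plus 3 SD of controls, cut at about 140% in these data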; also: values of inactives mirror those of a sister screen read the other way
FLuc stim CS – firefly luciferase counter-screen for stimulation assays | AID 1027 | 200,000 tested, under 10 active | activation factor at 10 µM | P08659 | ATPlite luciferase biochemical, luminescence, 10 min; 0 = ATP-free wells, 1 = DMSO control;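 active = luciferase activation factor, scaled between plate controls, of at least 2 with compound at 10 µM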
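Material: Luciferase/luciferin reagent mix; Doses: test compounds dosed from 2 mM stocks in 100% DMSO; Schedule: 10 min incubation after luciferase reagent addition, room temperature; Measured by: luminescence from luciferase reaction; Read-out: luminescence gain marking luciferase activators.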
APP transl inh – APP translation inhibition. SH-SY5Y APP 5'UTR-luciferase reporter, luminescence. inhibition, % at 2 µM. hit rate 0.82% among 190,000. AID 1285;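 active = inhibition above a set limit, derived from the sample mean plus 3 SD, cut at about 45% in these data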; also: values of inactives mirror those of a sister screen read the other way
ROMK primary – modulators of human ROMK potassium channel. P48048. Tet-inducible ROMK, thallium flux fluorescence; actives lie on both sides. B-score at 10 µM. hit rate 2% among 130,000;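 active = signal ratio slope over the read window, or its plate-corrected B-score, at least 3 SD from the plate mean, either direction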;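 also: B-score of the F/F0 ratio slope over 7 to 12 s after thallium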
Target sequence (P48048 whole entry, looked up): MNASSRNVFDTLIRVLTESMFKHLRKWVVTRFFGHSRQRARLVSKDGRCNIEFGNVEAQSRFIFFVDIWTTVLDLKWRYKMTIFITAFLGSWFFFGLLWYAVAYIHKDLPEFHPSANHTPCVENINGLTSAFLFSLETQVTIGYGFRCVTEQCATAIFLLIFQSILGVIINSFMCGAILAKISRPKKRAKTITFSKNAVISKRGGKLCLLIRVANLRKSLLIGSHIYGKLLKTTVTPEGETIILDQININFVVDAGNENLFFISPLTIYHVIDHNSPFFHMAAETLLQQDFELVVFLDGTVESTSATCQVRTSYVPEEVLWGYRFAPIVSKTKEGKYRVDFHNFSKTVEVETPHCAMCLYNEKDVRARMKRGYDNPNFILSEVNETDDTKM
STAT3 blocker – inhibitors of IL-6 induced STAT3 signaling; U3A cells, IL-6 STAT3-luciferase reporter, luminescence; host cell line lacks STAT1; inhibition, % at 5.5 µM; hit rate 0.89% among 190,000;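 active = inhibition above the mean inhibition across all screened compounds plus 3 SD, cut at about 44% in these data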;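 also: 0% = DMSO only wells and 100% = 100 µM nifuroxazide control wells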
STAT1 activator – STAT1 signaling activation; NIH 3T3 STAT1-luciferase reporter, IFN-gamma, luminescence; 100% = IFN-gamma alone, no compound; activation (% of control), % at 5.5 µM; hit rate 2.6% among 200,000; AID 932;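 active = activation above the screen-wide mean activation plus 3 SD, cut at about 130% in these data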;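 also: raw ratio to IFN-gamma control signal so 100% means no change and 0% no light; values of inactives mirror those of a sister screen read the other way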
STAT1 inh – reduces IFN-gamma driven STAT1 reporter signal | NIH 3T3 STAT1-luciferase reporter, luminescence | inhibition, % at 5.5 µM | hit rate 0.35% among 200,000 | AID 920;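 active = inhibition above a set limit, the mean inhibition across all tested compounds plus 3 SD, cut at about 34% in these data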;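 also: 0% = IFN-gamma with DMSO and 100% = IFN-gamma with 300 µM nifuroxazide; values of inactives mirror those of a sister screen read the other way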
Active calls of the source: *; x = no result given.

Preview, 2 compounds:
SMILES	STAT3 activator	NF-kB expr up	FLuc inhib CS	APP 5'UTR act	FLuc stim CS	APP transl inh	ROMK primary	STAT3 blocker	STAT1 activator	STAT1 inh
O=C(O)c1ccc(Nc2ncc([N+](=O)[O-])cc2[N+](=O)[O-])cc1	103	0.93	-3	28	1	-28	0.7	2	99	0
c1ccc(-c2nnc(Cn3c4ccccc4c4nc5ccccc5nc43)o2)cc1	100	x	x	-9	x	9	0.94	3	102	-9

The list itself, repeating the preview:
SMILES	STAT3 activator	NF-kB expr up	FLuc inhib CS	APP 5'UTR act	FLuc stim CS	APP transl inh	ROMK primary	STAT3 blocker	STAT1 activator	STAT1 inh
O=C(O)c1ccc(Nc2ncc([N+](=O)[O-])cc2[N+](=O)[O-])cc1	103	0.93	-3	28	1	-28	0.7	2	99	0
c1ccc(-c2nnc(Cn3c4ccccc4c4nc5ccccc5nc43)o2)cc1	100	x	x	-9	x	9	0.94	3	102	-9
Cc1ccc(NC(=O)CC2S/C(=N/N=C3/NC(=O)CS3)NC2=O)cc1 (stereo unspecified)	104	1.1	-6	-4	1.1	4	0.015	3	99	-1
S=C(Nc1ccccc1)N1CCn2c(nc3ccccc32)C1	90	1.3	-3	-2	1	2	0.88	17	101	-4
CN(C)C(=O)N1CCC(C(=O)NCc2ccc3c(c2)OCO3)CC1	98	0.95	-6	-4	1.1	4	x	4	96	-2
Cn1c(=O)cc(SCC(=O)NCCCN2CCOCC2)c2ccccc21	97	0.98	0	5	1	-5	x	7	108	-9
CCC(=O)NC(=S)Nc1ccc(N2CCN(C(=O)c3ccc(Cl)cc3)CC2)cc1	95	0.81	-2	-2	1	2	-0.12	11	100	-2
Cc1nn(Cc2ccccc2)c(C)c1NC(=O)CSc1nc2sc3c(c2c(=O)n1C)CCC3	76	x	x	x	x	-29	-2	31	98	7
CCOC(=O)C1CCCN(CC(O)COCc2ccc3c(c2)OCO3)C1 (stereo unspecified)	100	0.98	-5	30	1.1	-30	-0.19	3	99	0
O=C(Nc1ccc(CN2CCCCC2)cc1)Nc1ccc(Br)cc1Cl	93	0.97	-4	5	1	-5	-1.4	11	97	3
CN(C)c1nc(N(C)C)nc(N2CC(=O)N(c3ccccc3)C2=N)n1	85	x	-6	-2	1.1	2	x	22	105	-8
C[C@@H](C(=O)OCn1nnc2ccccc2c1=O)N1C(=O)C2CCCCC2C1=O (stereo partly specified)	105	1.1	-7	-4	1.1	4	x	-4	93	6
CCOC(=O)c1cc(C)n(-c2ccc(OC)c(OC)c2)c1C	99	2.3	-4	0	1	0	-0.25	8	95	6
COc1cc(/C=C2/C(=O)ON=C2C)ccc1OCc1ccccc1F	112	1.9	20	45	0.8	-45	x	-15	129*	-32
COc1ccc(CNc2oc(-c3cccc4ccccc34)nc2P(=O)(OC)OC)cc1	105	1	-6	2	1.1	-2	-0.072	-1	108	-12
c1ccc(Oc2cccc(OCCCCSc3ncccn3)c2)cc1	98	0.97	-4	-21	1	22	x	4	101	-1
CC(C)C(NC(=O)c1ccccc1)C(=O)N/N=C\c1ccco1 (stereo unspecified)	107	1.1	-5	-7	1.1	7	-0.25	-10	100	0
COc1cc(OC)cc(C(=O)N2CCC(N3CCCCCC3)CC2)c1	101	1.2	2	-3	1	3	0.5	2	99	1
Cn1c(CN2CCN(c3cccc(Cl)c3)CC2)nc2ccccc21	139*	0.78	-5	-8	1.1	8	-1.3	-42	100	4
O=C(Nc1ccsc1C(=O)N1CCCC1)c1ccccc1	80	1	-5	20	1	-20	-0.74	28	100	-1
Cn1nnnc1Sc1ccc([N+](=O)[O-])cc1Cl	107	0.95	-1	-2	1	2	-0.0023	-7	84	17
Cc1nc(N2CCOCC2)sc1C=O	105	0.94	-10	9	1.1	-9	-0.74	1	105	-7
CCOC(=O)Cc1csc(SCc2nc3sc4c(c3c(=O)[nH]2)CCC4)n1	104	0.98	-6	-2	1.1	2	-1.7	0	103	-3
CCOC(=O)Nc1sc2c(c1C#N)CCCC2	94	2.3	3	38	1	-38	0.54	4	122	-24

Ordered by length of the SMILES (smallest number first): part of the list above
SMILES	STAT3 activator	NF-kB expr up	FLuc inhib CS	APP 5'UTR act	FLuc stim CS	APP transl inh	ROMK primary	STAT3 blocker	STAT1 activator	STAT1 inh
Cc1nc(N2CCOCC2)sc1C=O	105	0.94	-10	9	1.1	-9	-0.74	1	105	-7
Cn1nnnc1Sc1ccc([N+](=O)[O-])cc1Cl	107	0.95	-1	-2	1	2	-0.0023	-7	84	17
Cn1c(CN2CCN(c3cccc(Cl)c3)CC2)nc2ccccc21	139*	0.78	-5	-8	1.1	8	-1.3	-42	100	4
COc1cc(OC)cc(C(=O)N2CCC(N3CCCCCC3)CC2)c1	101	1.2	2	-3	1	3	0.5	2	99	1
COc1ccc(CNc2oc(-c3cccc4ccccc34)nc2P(=O)(OC)OC)cc1	105	1	-6	2	1.1	-2	-0.072	-1	108	-12

Quoted at random: three records from the list, in no set order.
SMILES	STAT3 activator	NF-kB expr up	FLuc inhib CS	APP 5'UTR act	FLuc stim CS	APP transl inh	ROMK primary	STAT3 blocker	STAT1 activator	STAT1 inh
Cn1c(CN2CCN(c3cccc(Cl)c3)CC2)nc2ccccc21	139*	0.78	-5	-8	1.1	8	-1.3	-42	100	4
c1ccc(Oc2cccc(OCCCCSc3ncccn3)c2)cc1	98	0.97	-4	-21	1	22	x	4	101	-1
CCOC(=O)Cc1csc(SCc2nc3sc4c(c3c(=O)[nH]2)CCC4)n1	104	0.98	-6	-2	1.1	2	-1.7	0	103	-3

(more compounds)
SMILES	STAT3 activator	NF-kB expr up	FLuc inhib CS	APP 5'UTR act	FLuc stim CS	APP transl inh	ROMK primary	STAT3 blocker	STAT1 activator	STAT1 inh
Cc1cccc(NC(=O)C2CC(=O)OC23CCCC3)c1 (stereo unspecified)	99	1.1	-8	-4	1.1	4	x	4	102	-4
O=C(COC(=O)C(Cc1ccccc1)NC(=O)c1ccco1)NC1CC1 (stereo unspecified)	106	1	-9	x	1.1	x	-0.17	-9	108	-9
Cc1nc2ccc(NC(=O)N3CCOCC3)cc2s1	97	1.1	-4	-11	1	11	0	4	99	3
O=C(Nc1nnc(SCc2c(Cl)cccc2Cl)s1)C1CCCO1 (stereo unspecified)	111	1.1	-4	3	1	-3	x	-10	112	-14
O=C(COC(=O)/C=C/c1cccc(F)c1)NNC(=O)c1ccccc1	98	1.2	-2	25	1	-25	-0.77	4	91	8
O=C(Nc1ccc(Cl)c(C(F)(F)F)c1)c1ccncc1	85	1.2	0	-30	1	30	-0.27	19	106	-8
Cc1ccc(-c2cc(C(=O)Nc3ccc(S(=O)(=O)Nc4onc(C)c4C)cc3)c3ccccc3n2)cc1	96	1.1	2	23	1	-23	0.61	6	104	-7
COc1ccc(-n2c(Cc3cccn3C)nnc2SCC(=O)NCc2ccc(F)cc2)cc1	104	0.86	-2	8	1	-8	x	-5	100	1
CCOc1ccc(C(=O)NCC(C)C)cc1	102	1.7	5	38	0.9	-38	0.093	-2	114	-15
COc1ccc(C(=O)Nc2ccc3c(c2)OCCO3)cc1	48	6*	90*	156*	0.1	-156	x	66*	92	9
CN(C)/C=C1\C(=O)N(c2ccc(Cl)c(Cl)c2)CS1(=O)=O	98	1.4	2	41	1	-41	0.83	8	106	-6
COc1ccc(C(=O)Nc2cccc(/C(C)=N/NC(=O)c3ccc([N+](=O)[O-])c(C)c3)c2)cc1OC	93	0.93	-7	0	1.1	0	-0.27	9	103	-4

Limited to FLuc stim CS, ROMK primary and STAT3 blocker, for some of the entries so far:
| SMILES | FLuc stim CS | ROMK primary | STAT3 blocker |
| --- | --- | --- | --- |
| CCOC(=O)Cc1csc(SCc2nc3sc4c(c3c(=O)[nH]2)CCC4)n1 | 1.1 | -1.7 | 0 |
| CCOC(=O)Nc1sc2c(c1C#N)CCCC2 | 1 | 0.54 | 4 |
| Cc1cccc(NC(=O)C2CC(=O)OC23CCCC3)c1 (stereo unspecified) | 1.1 | x | 4 |
| O=C(COC(=O)C(Cc1ccccc1)NC(=O)c1ccco1)NC1CC1 (stereo unspecified) | 1.1 | -0.17 | -9 |

(list continues)
SMILES	STAT3 activator	NF-kB expr up	FLuc inhib CS	APP 5'UTR act	FLuc stim CS	APP transl inh	ROMK primary	STAT3 blocker	STAT1 activator	STAT1 inh
Cn1c(SCC(=O)c2ccccc2F)nnc1C1CC1	103	1.5	4	2	1	-2	x	3	108	-8
COc1ccc(C(=O)NCCn2ccc3ccccc32)c(OC)c1	126	1.9	2	39	1	-39	x	-25	119	-21
O=C(CNC(=O)c1ccc(F)cc1)N/N=C/c1cn[nH]c1-c1ccccc1	105	1.2	-4	2	1	-2	x	-5	106	-7
CCC(=O)Nc1ccc(C(=O)NNC(=O)Cc2ccccc2)cc1	86	1.1	1	4	1	-4	-1	19	101	-1
O=C(NC(=S)Nc1ccc(CN2CCOCC2)cc1)c1ccc([N+](=O)[O-])cc1	98	0.94	-3	-8	1	8	x	-3	87	15
O=C(NCc1ccc(OC(F)(F)F)cc1)C12CN(Cc3ccccc3)CC1C(c1cccc([N+](=O)[O-])c1)=NO2 (stereo unspecified)	103	1.2	-4	13	1	-13	x	2	94	6
CNc1c([N+](=O)[O-])cnn1-c1cccc(Cl)n1	93	0.89	-5	-6	1.1	6	-0.013	17	106	-9
COc1cc(C2NC(=S)NC(c3ccccc3)=C2C(C)=O)cc(Br)c1OCC(N)=O (stereo unspecified)	102	1.4	-4	44	1	-44	-1.3	1	106	-8
CSCCC(NC(=O)COc1ccccc1)C(=O)N1CCN(c2ccccc2F)CC1 (stereo unspecified)	98	0.92	-9	3	1.1	-3	-0.59	9	97	3
c1ccc(CCc2nn3c(Cn4nnc5ccccc54)nnc3s2)cc1	109	1.1	-5	40	1	-13	0.0041	-4	102	-4
COc1cccc(CNC(=O)CCNS(=O)(=O)c2cccc3nsnc23)c1	107	1.4	-1	-7	1	7	-0.79	-8	106	-6
CCN(C(=O)Cn1c(=O)oc2ccccc21)c1cccc(C(F)(F)F)c1	102	1.3	-11	8	1.1	-8	x	3	101	-1
Cc1ccc(NC(=O)N(CCCN2CCOCC2)Cc2cccnc2)cc1C	100	1.1	-1	-9	1	10	x	8	97	4
CCOC(=O)CC1COCCN1Cc1cn(C)nc1-c1ccccc1F (stereo unspecified)	100	1	-2	7	1	-7	0.16	3	99	-1
CCOc1ccc(C2c3c(oc4cc(C)c(C)cc4c3=O)C(=O)N2CCCN2CCOCC2)cc1 (stereo unspecified)	101	0.92	0	10	1	-10	x	4	100	0
Cc1ccnc(NS(=O)(=O)c2ccc(N=CC3=C(O)CC(C)(C)CC3=O)cc2)n1	100	0.98	-9	8	1.1	-8	-1.1	1	102	3
O=C(COc1ccc(/C=C\[N+](=O)[O-])cc1)N1CCOCC1	101	1.1	-6	15	1.1	-15	-3.3	1	112	-14
